Screens from PubChem.
STK33 kinase inh = inhibitors of purified STK33 kinase, primary screen, biochemical, ADP-Glo luminescence, homogeneous, cell-free; MBP phosphorylation; inhibition, % at 10 µM; Serine/threonine-protein kinase 33 (Homo sapiens), Q9BYT3; 320,000 compounds, 0.073% hits;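 active = inhibition at or above 25%, using the most active replicate where run in duplicate; inactive = inhibition below 25%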
Target sequence (Q9BYT3 whole entry, looked up): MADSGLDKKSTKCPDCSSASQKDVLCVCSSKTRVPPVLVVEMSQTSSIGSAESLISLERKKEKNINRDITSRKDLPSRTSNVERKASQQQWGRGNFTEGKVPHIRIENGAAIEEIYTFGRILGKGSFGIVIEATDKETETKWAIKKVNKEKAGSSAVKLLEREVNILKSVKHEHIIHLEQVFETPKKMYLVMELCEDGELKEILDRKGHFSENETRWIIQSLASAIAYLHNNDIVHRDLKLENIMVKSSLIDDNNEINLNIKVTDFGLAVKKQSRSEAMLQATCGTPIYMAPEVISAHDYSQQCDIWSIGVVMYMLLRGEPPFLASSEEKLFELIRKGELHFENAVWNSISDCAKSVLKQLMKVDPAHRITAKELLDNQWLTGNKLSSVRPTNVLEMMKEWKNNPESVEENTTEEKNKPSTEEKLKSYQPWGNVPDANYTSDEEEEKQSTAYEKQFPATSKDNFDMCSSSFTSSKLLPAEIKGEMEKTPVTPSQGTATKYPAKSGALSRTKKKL
Kir21 block = inhibitors of mouse Kir2.1 inward-rectifier potassium channel; HEK293-Kir2.1, FluxOR thallium flux fluorescence; active compounds read low; B-score at 10 µM; AID 1672, 2009; Inward rectifier potassium channel 2 (Mus musculus), P35561; 310,000 compounds, 0.85% hits;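 active = fluorescence ratio B-score at or below minus 3 SD of library scores, with starting-brightness B-score within 2 SD, cut at about -4.2 in these data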;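 note: channel flux triggered by added potassium and thallium sulfate stimulus; B-score of peak minus minimum fluorescence over baseline after thallium stimulus; more negative B-score means stronger Kir2.1 block with less thallium influx; some compounds called inactive have numbers as strong as hits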
Target sequence (P35561 whole entry, looked up): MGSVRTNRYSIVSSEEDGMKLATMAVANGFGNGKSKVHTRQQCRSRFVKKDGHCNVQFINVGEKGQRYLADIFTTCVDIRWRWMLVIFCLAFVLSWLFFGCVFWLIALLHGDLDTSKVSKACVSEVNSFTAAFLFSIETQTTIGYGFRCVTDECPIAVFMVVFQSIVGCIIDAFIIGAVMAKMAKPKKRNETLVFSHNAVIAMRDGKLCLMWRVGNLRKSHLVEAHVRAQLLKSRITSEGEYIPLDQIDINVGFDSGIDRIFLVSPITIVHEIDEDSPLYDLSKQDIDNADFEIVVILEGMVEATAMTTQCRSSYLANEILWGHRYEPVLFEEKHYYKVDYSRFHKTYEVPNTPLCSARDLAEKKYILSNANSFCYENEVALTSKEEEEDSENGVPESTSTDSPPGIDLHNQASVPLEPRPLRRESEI
KCNQ2 inh = KCNQ2 potassium channel inhibitors, primary screen, cell-based, CHO-K1, FluxOR thallium flux, B-score (AID 2156); Potassium voltage-gated channel subfamily KQT member 2 (Rattus norvegicus), O88943; 20 min; active compounds read low; B-score at 10 µM; 310,000 compounds, 1.1% hits;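 active = fluorescence ratio B-score at most minus 3 library SDs, with starting brightness B-score within 2 library SDs, cut at about -5.5 in these data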
An asterisk follows results filed as active; i = inactive; x = no result given. Rows were taken by chance. About 1.9% of those tested had a hit in this group.

SMILES	STK33 kinase inh	Kir21 block	KCNQ2 inh
Cc1nccc(-c2cccc(NC(=O)Nc3ccc(Cl)cc3)c2)n1	-1.6	0.58	i
C/C(=N/NS(=O)(=O)c1ccc(C)c(C)c1)c1ccncc1	0.3	1.9	i
O=c1c(Cl)c2oc3ccccc3nc-2c2ccccc12	-0.3	-0.64	i
O=C(Nc1cc(Cl)ccc1-n1cncn1)c1ccc([N+](=O)[O-])o1	-0.3	-0.04	i
Cc1ccc(C)c(SCC(=O)OCC(=O)NCc2ccccc2)c1	0.2	0.24	i
Cc1sc2ncnc(N3CCC(C(=O)N(C)CC(=O)Nc4ccccc4Br)CC3)c2c1C	0.7	-0.81	i
CC1=C(C)CC(C(=O)c2ccccc2)C(C(=O)O)C1 (stereo not given)	-1.4	-1.1	i
COc1ccccc1NC(=O)C(C/C=C(/C)Cl)C(C)=O (stereo not given)	-0.9	0.14	i
Nc1nnc(SCc2ccccc2F)s1	-1.3	-0.19	i
O=C(c1ccc(Br)o1)N1CCN(C/C=C/c2ccccc2)CC1	x	2.4	i
O=C(COC(=O)c1ccccc1NCCO)Nc1cccc(S(=O)(=O)NC2=NCCCCC2)c1	-1.9	-0.31	i
CN1CCc2c(sc(/N=C/c3cc(C(C)(C)C)ccc3O)c2C#N)C1	0.9	3.3	i
O=C(COC(=O)Cn1cnc2ccccc2c1=O)NCCC1=CCCCC1	0.0	0.3	i
Cc1noc(C)c1COc1ccc(C(=O)N2CCN(c3ccccc3F)CC2)cc1	0.1	-0.03	i
CCn1ncc(Br)c1C(=O)Nc1cc([N+](=O)[O-])ccc1C	-1.1	0.02	i
CCCSc1ncc(Cl)c(C(=O)Nc2ccc(S(=O)(=O)Nc3ncccn3)cc2)n1	-0.1	0.04	i
CC(C)S(=O)(=O)N1CCCC(C(=O)c2cccc(Cl)c2)C1 (stereo not given)	-1.2	-1.1	i
COc1ccc(OC)c(NC(=O)C2CCCC2)c1	-2.6	-1.7	i
CSc1nc(N(C)C)nc(N2CC(=O)N(CCNS(=O)(=O)c3ccc(C)cc3)C2=N)n1	-0.9	0.5	i
O=C(N/N=C/c1ccco1)c1cc(C2CC2)nc2ccccc12	3.7	0.09	i
COc1ccc(CC(=O)NCc2cn3ccsc3n2)cc1	-0.3	1.4	i
O=c1cc(CO)oc(CN2CCC(Cc3ccccc3)CC2)c1O	-0.9	0.03	i
O=C(COC(=O)c1ccccc1NC(=O)c1ccco1)NC1CC1	-0.7	0.29	i
Cn1c(=O)[nH]c2nc[nH]c2c1=O	-3.0	0.74	i
CCN(CC)S(=O)(=O)c1cccc(C(=O)N2CCCCC2)c1	0.5	0.89	i
SMILES	STK33 kinase inh	Kir21 block	KCNQ2 inh
Cc1nn(CC(=O)Nc2ccccn2)c(=O)c2ccccc12	-0.9	0.16	i
NCC12CC3CC(C1)CC(c1ccc(Cl)cc1)(C3)C2	-0.2	-10*	i
Cc1ccc(OCCn2cc(C(=S)N3CCCC3)c3ccccc32)cc1C	-0.5	-2	i
C=CCn1c(O)c(N=NC(=S)Nc2ccccc2C)c2cc(S(=O)(=O)N3CCOCC3)ccc21	-1.0	-0.46	i
CCOc1cc(/C=C2\CCCC(C(=O)C(F)(F)F)=C2O)ccc1O	0.4	-0.82	i
CCN1CCN(Cc2cccc(Oc3ccccc3)c2)CC1	-0.9	-1.1	i
O=C(CCCc1ccccc1)NCCc1ccc(F)cc1	-0.3	-2.5	i
CCCn1nc2cc(C(=O)NCc3ccc(OC)cc3)ccc2c1OCC	-2.2	-2	i
Cc1ccc(S(=O)(=O)N2CCN(C(=O)COC(=O)C3CCC3)CC2)cc1	0.1	0.02	i
COC(=O)c1ccccc1NC(=O)Nc1cnccn1	0.0	-2.4	i
Cc1ccc([N+](=O)[O-])c(OCCN2CCc3ccccc3C2)c1	-0.9	1.4	i
Cc1cc(C)c(C(=O)COC(=O)CCNS(=O)(=O)c2c(Cl)cccc2Cl)cc1C	-0.2	0.5	i
C/C(=N\NC(=O)CNC(=O)c1ccc(Br)cc1)c1ccco1	-1.2	0.49	i
CCc1nnc(NC(=O)c2cc(-c3cccnc3)nc3ccccc23)s1	-0.2	0.88	i
C=CCOc1c(Br)cc(/C=N/O)cc1OCC	0.7	-6*	i
COc1ccccc1-c1cc(C2CC2)nc(N)c1C#N	0.2	-2.8	i
COc1ccc2cc(C3CC(c4cccs4)=NN3S(C)(=O)=O)c(Cl)nc2c1 (stereo not given)	0.5	-1.3	i
Cc1c(OCC(=O)NC2CCN(Cc3ccccc3)CC2)ccc2c3c(c(=O)oc12)CCC3	-3.0	-1.6	i
COC(=O)c1nc2n(n1)C(c1cccc(Cl)c1)C1=C(CC(C)(C)CC1=O)N2 (stereo not given)	0.6	0.53	i
CC1CCCC(NC(=O)CCNC(=O)c2ccc(Br)cc2)C1C (stereo not given)	0.0	0.15	i
CC1CCc2c(sc3nn[nH]c(=O)c23)C1 (stereo not given)	2.7	0.01	i
COc1cccc(CCNC(=O)C2CCCN(c3ncnc4c3nc3n4CCCCC3)C2)c1OC (stereo not given)	-0.6	-2.4	i
CCc1ccccc1NC(=O)Nc1cnccn1	0.0	2	i
Cc1nnc(CN(C)Cc2cn[nH]c2-c2ccc(-c3ccccc3)cc2)o1	-0.1	0.03	i
O=C(Nc1cccc(-c2nnc(-c3ccccc3)o2)c1)C1CC1	-0.1	-0.45	i
SMILES	STK33 kinase inh	Kir21 block	KCNQ2 inh
Cc1cccc(NC(=O)C2CCN(S(=O)(=O)c3ccc4c(c3)NC(=O)CO4)CC2)c1	-1.7	-1.3	i
CCNC(=S)NNC(=O)c1cc(CC(C)C)nc2ccccc12	-1.2	1.4	i
CCN(CC)CCCn1c2c(c(SCC(=O)Nc3ccccc3Cl)nc1=O)CCC2	-2.0	-0.14	i
CCCCOc1ccc(C(=O)NCCC(=O)NCCCC(=O)OCC)cc1	-1.3	0	i
COc1ccc(OC)c(C(=O)Cn2nnc(-c3ccc(N4CCOCC4)cc3)n2)c1	-0.7	0.01	i
COCCn1nnnc1CN(Cc1cccnc1)Cc1cc2cc(OC)ccc2[nH]c1=O	x	-0.55	i
N#CC1(NC(=O)COC(=O)c2nc(Cl)ccc2Cl)CCCCC1	-0.5	-0.35	i
CNC(=S)N(Cc1cccs1)Cc1cc2ccc(OC)cc2[nH]c1=O	-1.3	0.15	i
N=c1c2c(-c3ccccc3)c(-c3ccccc3)n(Cc3ccco3)c2ncn1CCCO	1.4	-5.5*	i
O=C(NCCCNC(=O)c1cccnc1)c1ccc(Cl)cc1	2.2	0.31	i
CCOc1cccc(CN2CCC(n3nccc3NC(=O)c3ccc4c(c3)OCO4)CC2)c1	-0.2	-0.32	i
COc1cc(-c2c(C#N)c(N)nc3[nH]c(=S)[nH]c(=O)c23)ccc1O	0.4	3.5	i
Cc1ccc(S(=O)(=O)C2(C(=O)NCc3ccc4c(c3)OCO4)CC2)cc1	-0.2	-2	i
NC(=O)C1CCN(C(=O)Nc2ccccc2)CC1	-2.6	-0.09	i
Nc1nc(NCc2ccccc2Cl)n(-c2ccccc2)n1	-0.8	-0.32	i
CCOC(=O)N/N=C/c1ccc(C)o1	-1.5	-0.13	i
CCn1cc(C(=O)N(C)c2cc(C)ccc2OC)c2cc(OC)c(OC)cc2c1=O	1.6	-0.23	i
O=C(NCC(=O)N1CCN(S(=O)(=O)c2cccc(F)c2)CC1)c1ccc(Br)o1	x	-0.26	i
COC(=O)CCC(=O)N1CCc2cc(S(=O)(=O)N3CCc4ccccc43)ccc21	-2.0	0.39	i
CCOc1ccc(CC(=O)C2C(=O)CC(C)(C)CC2=O)cc1OCC	0.9	1.5	i
CCOC(=O)N1CCN(C(=O)c2cc3c(s2)-c2ccccc2OC3)CC1	-1.5	0.78	i
COc1cc(OC)cc(C(=O)Nc2cccc(NC(C)=O)c2)c1	-2.1	1.1	i
COc1ccc(OC)c(NC(=O)c2nc(-c3ccccc3)oc2C)c1	x	0.42	i
c1ccc(Nc2nc(-c3ccncc3)cs2)nc1	-1.6	0.03	i
CS(=O)(=O)N(CC(=O)Nc1ccccc1C(=O)N1CCCC1)c1ccc2c(c1)OCO2	-1.1	0.24	i
SMILES	STK33 kinase inh	Kir21 block	KCNQ2 inh
O=C1C(C=NCCCN2CCCC2=O)=C(O)c2ccccc21	-0.1	2.5	i
Cc1ccc(C)c(S(=O)(=O)NCC(=O)Nc2ccc3c(c2)OCO3)c1	1.2	-0.47	i
CN(CC(=O)NCc1cccnc1)S(=O)(=O)c1cc(Cl)ccc1Cl	x	0.05	i
CCN(CC)CCCNC(=S)N(CCO)Cc1cc2cc3c(cc2[nH]c1=O)OCO3	-1.3	0.88	i
Cc1nc(-c2ccccn2)nc(SCC(=O)c2ccc(F)cc2)c1Cl	-0.1	-0.88	i
COc1ccc(CSc2ncnc3sccc23)cc1F	-0.3	-2.1	i
CC(C)(C)n1nnnc1C(c1cccc(C#N)c1)N1CCC(Cc2ccccc2)CC1 (stereo not given)	-1.1	-0.56	i
Cc1ccc(N2CC(C(=O)Nc3nnc(SCC(=O)Nc4nc(C)cs4)s3)CC2=O)cc1 (stereo not given)	0.0	-1.4	i
CCCCn1c(N)c(N(CCC(C)C)C(=O)c2ccc3c(c2)OCO3)c(=O)[nH]c1=O	-1.7	0.83	i
O=C(NCc1ccco1)c1ccc2c(c1)N(Cc1ccccc1)C(=O)CS2	-1.7	-0.92	i
COc1ccc2cc3cc(C(=O)N(C)C4CCCCC4)oc3nc2c1	-2.3	-0.01	i
O=C(Nc1ccccc1C(=O)N1CCCCC1)c1cccs1	7.8	-0.14	i
O=C(CNc1ccc(F)cc1)c1ccccc1	-2.5	0.07	i
Cc1ccc(SCCN2CCN(C)CC2)cc1	-1.1	0.67	i
CCCCNC(=O)CCn1nc(-c2ccccc2)c2ccccc2c1=O	-0.3	-1.9	i
CC12C=CC(=O)C=C1CCC1C2C(=O)C[C@@]2(C)C1CCC2(O)C(=O)CO (stereo not given in full)	-1.9	0.01	i
CC(C)C(=O)Nc1cccc(C(=O)NCc2ccc(S(N)(=O)=O)cc2)c1	-0.1	1.8	i
COc1ccccc1CNC(=O)CC(NS(=O)(=O)c1ccc(C)cc1)c1ccco1 (stereo not given)	0.3	1.5	i
Cc1ccc(NCC(O)Cn2cnc3c2c(=O)n(C)c(=O)n3C)cc1 (stereo not given)	0.5	-2.9	i
CCc1nnc(NC(=O)CSc2nnc(C(C)NC(=O)c3ccccc3)n2C)s1 (stereo not given)	0.8	-0.8	i
CC(=O)NC(=O)NC1CSCC1OC(C)=O (stereo not given)	-2.3	1.5	i
CC(C)(C)NC(=O)NC(=O)COc1ccccn1	-0.6	-1.1	i
Cc1cc(C(=O)N/N=C/c2cccc([N+](=O)[O-])c2O)n[nH]1	0.7	-0.19	i
COC(=O)[C@H]1[C@H](C(=O)OC)[C@@H](C(=O)OC)N(c2ccc(OC)cc2)[C@@H]1C(=O)OC	-1.8	0.04	i
O=C(NC1CCCC1)c1ccc(Cl)s1	0.0	-0.94	i

An excerpt of these results, in CSV form.
smiles,STK33 kinase inh,Kir21 block,KCNQ2 inh
CCOc1cc(/C=C2\CCCC(C(=O)C(F)(F)F)=C2O)ccc1O,0.4,-0.82,i
CCN1CCN(Cc2cccc(Oc3ccccc3)c2)CC1,-0.9,-1.1,i
O=C(CCCc1ccccc1)NCCc1ccc(F)cc1,-0.3,-2.5,i
CCCn1nc2cc(C(=O)NCc3ccc(OC)cc3)ccc2c1OCC,-2.2,-2,i
Cc1ccc(S(=O)(=O)N2CCN(C(=O)COC(=O)C3CCC3)CC2)cc1,0.1,0.02,i
COC(=O)c1ccccc1NC(=O)Nc1cnccn1,0.0,-2.4,i
Cc1ccc([N+](=O)[O-])c(OCCN2CCc3ccccc3C2)c1,-0.9,1.4,i

(continued)
SMILES	STK33 kinase inh	Kir21 block	KCNQ2 inh
COc1ccc(N2CCN(C3CCCN(C(=O)CN4CCOC4=O)C3)CC2)cc1 (stereo not given)	-0.3	-0.53	i
Clc1ccc(OCCOCCOc2cccc3cccnc23)c(Br)c1	-0.4	-1	i
Cc1ccc(S(=O)(=O)c2nc(-c3ccc(F)cc3)oc2N2CCOCC2)cc1	0.3	-0.24	i
CCn1c(SCC(=O)NNC(=O)Cc2ccccc2)nnc1-c1ccncc1	1.3	0.51	i
Cc1ccc(NC(=O)CNC(=O)OCc2ccccc2)cc1C	-0.9	0	i
CCC1Nc2ncnc(N3CCOCC3)c2N(Cc2ccccc2)C1=O (stereo not given)	0.5	-0.74	i
CC1CCN(c2c(NCC3CCC(C(=O)N4CCCC(C)C4)CC3)c(=O)c2=O)CC1 (stereo not given)	0.3	-0.08	i
COc1cc(SC)ccc1C(=O)OCC(=O)NCC(C)C	-0.2	1.4	i
COc1ccc(NC(=O)C2CCCN2S(=O)(=O)c2ccc3c(c2)CCC(=O)N3)cc1 (stereo not given)	-1.2	-0.23	i
Cc1nn(-c2ccccc2)c(C)c1/C=N/NC(=O)c1cc(C(C)(C)C)[nH]n1	0.3	0.59	i
CN1CCN(c2ccc(C(=O)c3cn(-c4ccc(F)c(Cl)c4)nn3)cc2)CC1	-1.6	-0.17	i

Reformatted with bars between the fields: 3 of the compounds above.
mol | STK33 kinase inh | Kir21 block | KCNQ2 inh
COc1ccc(N2CCN(C3CCCN(C(=O)CN4CCOC4=O)C3)CC2)cc1 (stereo not given) | -0.3 | -0.53 | i
Clc1ccc(OCCOCCOc2cccc3cccnc23)c(Br)c1 | -0.4 | -1 | i
Cc1ccc(S(=O)(=O)c2nc(-c3ccc(F)cc3)oc2N2CCOCC2)cc1 | 0.3 | -0.24 | i
